# Compound activity from PubChem.
# M1 ag = agonists of human M1 muscarinic receptor; P11229; CHO-K1 hM1, Fluo-8 calcium fluorescence, agonist mode; 0% DMSO, 100% acetylcholine EC100; activation, % at 3 µM; 0.33% of 360,000 active;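 active = activation above the run's mean compound activation plus 3 SD, cut at about 16% in these data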;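 note: peak over basal fluorescence ratio within a 140 s kinetic read after compound addition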
# CHO-K1 Ca antag = counter-screen for M1 antagonists: effect in parental CHO-K1 cells; ATP-induced calcium, Fluo-8 fluorescence; inhibition, % at 3 µM; 0.6% of 360,000 active;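 active = inhibition above a per-plate cutoff, the plate's mean sample inhibition plus 3 SD, cut at about 24% in these data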;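 note: 0% = DMSO plus EC80 ATP and 100% = DMSO alone without ATP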
# CHO parental Ca = counter-screen for OX1R antagonists: effect in parental CHO cells | inhibition, % at 5.6 µM | 0.63% of 330,000 active | parental CHO-K1, ATP-induced calcium, Fluo-8 fluorescence;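 active = inhibition above that plate's mean sample inhibition plus 3 SD, cut at about 26% in these data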;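 note: 0% = ATP-challenged DMSO wells and 100% = DMSO wells without ATP; some compounds past the cut are filed as inactive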
#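 material = parental CHO cells | also added = ATP as calcium-mobilizing challenge | dosing = single point at 5.6 µM | detection = intracellular calcium via Fluo-8 no-wash fluorescent dye | read-out = % inhibition | benchmarks = low control ATP plus DMSO, high control DMSO only | repeats = one well per compound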
# M1 antag = antagonists of human M1 muscarinic receptor; P11229; CHO-K1 hM1, Fluo-8 calcium fluorescence, ACh EC80 antagonist; inhibition, % at 3 µM; 1.3% of 360,000 active; AID 588852;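 active = percent inhibition above its own plate's cutoff, namely the mean of that plate's compound wells plus 3 SD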;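 note: peak over basal fluorescence ratio during 140 s after agonist addition; 0% = ACh EC80 plus DMSO and 100% = DMSO alone without agonist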
# CHO-K1 Ca PAM = nonselective activator or artifact in parental CHO-K1 calcium assay | ATP EC20, Fluo-8 calcium fluorescence; 0% at ATP EC20, 100% at ATP max | activation, % at 3 µM | 0.02% of 360,000 active | AID 602247;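 active = activation above the run cutoff, the mean activation of all test compounds plus 3 SD, cut at about 40% in these data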;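 note: peak over basal fluorescence ratio in a 140 s read after ATP addition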
# TAAR1 antagonist = human TAAR1 antagonism | inhibition, % at 3 µM | 1.5% of 360,000 active | CHO RD-HGA16 TAAR1, Fluo-8 calcium fluorescence, antagonist | AID 624466 | Q96RJ0;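 active = inhibition above a per-plate cutoff, the mean inhibition of test compounds on that plate plus 3 SD, cut at about 49% in these data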;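 note: 0% = DMSO plus EC80 beta-PEA response and 100% = DMSO alone without agonist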
# Target sequence (Q96RJ0 whole entry, looked up): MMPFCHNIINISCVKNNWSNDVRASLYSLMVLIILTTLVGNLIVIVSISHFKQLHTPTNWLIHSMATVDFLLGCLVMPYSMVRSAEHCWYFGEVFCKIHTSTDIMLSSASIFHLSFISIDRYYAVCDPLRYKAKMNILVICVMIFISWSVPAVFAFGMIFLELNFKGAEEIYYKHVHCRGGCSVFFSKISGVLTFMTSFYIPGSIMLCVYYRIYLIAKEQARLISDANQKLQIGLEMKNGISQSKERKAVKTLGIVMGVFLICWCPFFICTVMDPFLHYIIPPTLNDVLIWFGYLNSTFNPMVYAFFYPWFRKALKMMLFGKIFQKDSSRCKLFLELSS
#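 Assay system: RD-HGA16 CHO cells with stable hTAAR1 and Gα16 / Reagent: EC80 β-phenethylamine stimulus / Doses: 3 µM, single point / Timing: dye loading 75 min at 37 °C, then 30 min room temperature / Measured by: Fluo-8 intracellular calcium dye fluorescence, real-time kinetic reads / Controls: vehicle wells and EC80 agonist wells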
# OXTR potentiate = potentiates the human oxytocin receptor response. CHO-OTR cells, Fluo-8 calcium fluorescence, potentiator mode; 0% = oxytocin EC15, 100% = EC100. activation, % at 3 µM. 0.061% of 320,000 active. AID 2445;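 active = activation above that plate's cutoff, the mean activation of tested compounds plus 3 SD, cut at about 6.6% in these data, passing the limit was not always enough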;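 note: 100% uses oxytocin at 75 nM as the full agonist control; some results filed as inactive read as strong as hits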
# Target sequence (P30559 whole entry, looked up): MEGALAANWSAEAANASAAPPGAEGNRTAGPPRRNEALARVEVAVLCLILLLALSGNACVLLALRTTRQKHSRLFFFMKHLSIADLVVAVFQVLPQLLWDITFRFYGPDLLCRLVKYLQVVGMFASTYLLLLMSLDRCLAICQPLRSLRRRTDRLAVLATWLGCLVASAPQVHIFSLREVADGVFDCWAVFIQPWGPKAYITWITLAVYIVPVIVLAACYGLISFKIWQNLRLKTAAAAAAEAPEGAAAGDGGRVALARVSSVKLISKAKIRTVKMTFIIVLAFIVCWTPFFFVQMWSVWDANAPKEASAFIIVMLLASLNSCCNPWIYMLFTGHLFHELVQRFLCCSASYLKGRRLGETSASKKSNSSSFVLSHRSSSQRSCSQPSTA
#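 System: human OTR in CHO cells; Also added: sub-maximal oxytocin, roughly EC15; Timing: compound 6 min at room temperature before oxytocin, 100 s read; Technique: Fluo-8 intracellular calcium fluorescence, ex 470-495, em 515-575 nm; Controls: oxytocin EC15 low and EC100 high; Replication: singlicate.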
# CHO-K1 Ca ag = counter-screen for M1 agonists: effect in parental CHO-K1 cells; Fluo-8 calcium fluorescence; scaled to maximal ATP response, vehicle zero; activation, % at 3 µM; 0.48% of 360,000 active; AID 602248; in the data active = activation above about 15%;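 note: untransfected CHO-K1 host cells lacking M1 receptor as counterscreen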
# TAAR1 agonist = agonists of human TAAR1; Q96RJ0; CHO RD-HGA16 TAAR1, Fluo-8 calcium fluorescence; vehicle wells 0%, saturating PEA agonist 100%; activation, % at 3 µM; 0.99% of 360,000 active; AID 624467;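 active = activation above the mean activation of all test compounds in the run plus 3 SD, cut at about 38% in these data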
#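 Benchmarks: low control DMSO, high control PEA (EC100); System: CHO RD-HGA16 cells carrying human TAAR1 plus Gα16; Detection: Fluo-8 fluorescence, 5 s baseline then 140 s kinetic read; Schedule: 17-24 h plating, Fluo-8 75 min 37 °C, 30 min RT; Read-out basis: % activation from peak over basal fluorescence ratio, DMSO-to-PEA scaled.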
# An asterisk follows results filed as active; · = no result given.
item	compound	CHO parental Ca	M1 antag	OXTR potentiate	TAAR1 agonist	M1 ag	CHO-K1 Ca PAM	TAAR1 antagonist	CHO-K1 Ca antag	CHO-K1 Ca ag
1	CC1(C)OC(=O)C(=CNCC(O)c2ccccc2)C(=O)O1 (stereo not drawn)	-3.7	21.6	-3.2	2.6	-2.5	7.4	-7.8	-3.4	0.9
2	CC(=NCc1ccccc1)C1=C(O)COC1=O	-15.3	-23.2	-5.0	0.5	0.6	1.8	-2.1	6.2	0.4
3	COc1ccc(S(C)(=O)=O)cc1S(C)(=O)=O	-5.7	-11.8	-0.8	6.0	4.3	1.4	-17.0	-5.6	-0.1
4	CCOC(=O)N1CCN(C(=O)CNC(=O)Cc2ccc(Cl)cc2)CC1	-12.4	-5.3	-5.5	4.0	-3.0	1.9	-4.3	0.0	-0.1
5	CCOc1ccc2nc(NC(=O)C3(C)CC3(Br)Br)sc2c1 (stereo not drawn)	-10.9	17.0	-10.3	6.9	-4.1	7.8	16.6	-4.9	5.5
6	Cc1ccc(CN2CCC(Oc3cccc(C(=O)N(C)CCN(C)C)c3)CC2)cc1C	-8.0	18.9	-10.5	0.6	-7.9	15.8	1.4	-9.2	0.7
7	Cc1ccc(CSc2nc3ncccc3[nH]2)cc1	-0.9	4.4	-0.3	23.4	-2.5	-3.0	-7.6	5.8	0.8
8	O=C1CN(C(=O)CSc2nc3ccccc3c(=O)n2Cc2ccc(F)cc2)c2ccccc2N1	-9.8	11.6	-8.8	4.9	-3.2	26.0	34.4	-1.9	4.1
9	COc1ccc(CCN(C)C(=O)c2c(C)noc2C)cc1OC	-9.5	-7.6	6.0	1.5	-5.1	10.4	8.3	-16.3	0.3
10	CCN(CC)CCCC(C)NC(=O)c1cccc(S(=O)(=O)N2CCc3ccccc32)c1 (stereo not drawn)	-10.6	16.7	0.5	17.4	-7.0	0.2	-34.1	-13.5	0.1
11	CCNC(=O)c1ccc(CSc2ccc(Cl)cc2)cc1	-0.3	-0.4	-5.2	30.3	-6.9	3.8	10.9	-4.1	2.6
12	C=CC[C@@H](CC(=O)NCCO)C(=O)N[C@@H](COC(=O)[C@@H](CC=C)Cc1ccc(F)cc1)Cc1c[nH]c2ccccc12	0.0	-5.2	-1.7	6.7	-2.3	9.1	27.3	-14.6	0.3
13	CC(C)C(=O)N(Cc1cc2ccccc2[nH]c1=O)C(C)(C)C	-9.1	-20.6	-11.5	15.8	-2.5	18.2	-6.1	-11.3	0.6
14	CC(C)(C)C(=O)Nc1c2c(nn1-c1cccc(Cl)c1)CS(=O)(=O)C2	-18.4	-7.6	2.1	2.7	-1.8	4.8	-10.5	-10.2	0.1
15	COc1ccc(OCC(=O)NNC(=O)C(=O)N2CCCC2)cc1	-6.8	-13.3	-3.0	-0.3	-2.8	3.2	13.1	-6.0	-0.1
16	Cc1ccc(CO/N=C\Cc2snc(Sc3ncc(C(F)(F)F)cc3Cl)c2C#N)cc1	-5.4	-19.5	-1.4	6.3	1.0	4.3	-0.6	-4.2	0.1
17	O=C(Cn1cnc2c(nnn2Cc2ccc(Cl)cc2)c1=O)N1CCCc2ccccc21	-9.7	25.4	-5.1	12.2	-1.2	-6.8	1.5	-3.5	0.0
18	O=C1C(=O)c2c(ccc3ccccc23)-c2ccccc21	·	-5.8	·	4.9	0.1	7.7	5.6	-12.9	0.5
19	CCN(CC)CC#Cc1ccc(C)cc1	5.6	2.7	-0.5	5.4	-4.9	3.7	-2.6	-1.2	0.8
20	CCOc1ccc(CCNc2nc3ccccc3n3cnnc23)cc1OCC	-32.1	-0.2	-4.0	2.8	1.2	17.1	2.7	-16.4	4.8
21	CN1CCN(C(=O)C2CCC(CNS(=O)(=O)c3cccc4cccnc34)CC2)CC1 (stereo not drawn)	-10.8	-4.8	2.1	0.5	-7.2	24.3	-4.6	-5.6	0.6
22	O=C(Nc1ccc(F)cc1)C1CCC(CNc2c(N3CCCCC3)c(=O)c2=O)CC1 (stereo not drawn)	-10.7	-10.7	2.4	2.5	-1.1	7.5	-25.4	-7.0	-0.2
23	Cc1[nH]n(C(N)=S)c(=O)c1N=Nc1ccc([N+](=O)[O-])cc1Cl	·	-18.5	·	4.4	-0.8	9.7	-15.7	-13.6	1.7
24	COc1ccc(CC(N)c2csc(NC(=O)Nc3ccc(F)cc3)n2)cc1 (stereo not drawn)	·	5.9	·	12.7	0.3	-11.8	24.9	14.7	0.6
25	CC[C@@H]1C=C(C(=O)O)[C@H](c2ccc(Cl)c(Cl)c2)N1S(=O)(=O)c1ccc(C)cc1	-15.9	-1.1	-1.4	2.6	-8.2	-1.5	-2.2	-4.0	0.4

# The closing 2 entries of the section above are carried over, then new ones follow:
item	compound	CHO parental Ca	M1 antag	OXTR potentiate	TAAR1 agonist	M1 ag	CHO-K1 Ca PAM	TAAR1 antagonist	CHO-K1 Ca antag	CHO-K1 Ca ag
24	COc1ccc(CC(N)c2csc(NC(=O)Nc3ccc(F)cc3)n2)cc1 (stereo not drawn)	·	5.9	·	12.7	0.3	-11.8	24.9	14.7	0.6
25	CC[C@@H]1C=C(C(=O)O)[C@H](c2ccc(Cl)c(Cl)c2)N1S(=O)(=O)c1ccc(C)cc1	-15.9	-1.1	-1.4	2.6	-8.2	-1.5	-2.2	-4.0	0.4
26	CC(C)(C)c1cc(C(C)(C)C)n(-c2ccccc2)n1	-2.5	0.0	-0.1	6.4	-8.6	21.0	-23.6	-6.8	0.2
27	CCC(=O)Nc1ccccc1-c1nc2ccccc2[nH]c1=O	·	2.7	·	3.3	-4.1	7.5	-13.1	-7.8	1.2
28	CN1CCN(CC(=O)Nc2ccccc2C(F)(F)F)CC1	-7.4	-7.0	-12.5	5.5	-4.6	8.0	-12.6	-9.4	0.6
29	CCOC(=O)C1=C(N)Oc2cc(C)oc(=O)c2C1c1cccnc1 (stereo not drawn)	-7.7	-13.9	-14.7	6.6	-0.6	-3.3	-4.2	3.7	-0.6
30	COc1ccc(C(C)=O)cc1CSCC(=O)O	-4.0	-0.8	-4.3	0.6	-3.2	-2.0	-1.2	-18.3	0.4
31	CCOC(=O)c1ccc(S(=O)(=O)Nc2cc(S(=O)(=O)Nc3ccc(OC)cc3)ccc2O)cc1	-4.8	-10.9	1.8	0.0	-2.7	22.7	3.4	-16.5	0.2
32	O=[N+]([O-])c1ccc(-c2nnc3cccc(Cl)n23)cc1	-7.3	16.9	-2.4	-0.7	-8.3	-2.6	-5.5	-9.3	0.2
33	O=C(OCc1cn([C@@H]2CN(CC3CCCCC3)[C@@H](c3ccccc3)C[C@H]2O)nn1)c1ccccc1	·	-2.0	·	1.2	-4.7	18.8	46.7	-13.8	0.9
34	CCN1CCN(CCC(=O)Nc2cccc(OC)c2)CC1	-7.5	-13.0	1.8	-0.5	-0.1	19.7	1.3	-28.6	0.3
35	Cc1ccc(-n2c(SCC(=O)Nc3cc(C)on3)nc3c([nH]c4ccccc43)c2=O)cc1	-10.2	-9.2	-1.7	0.4	0.2	17.1	-15.0	-11.5	0.3
36	C[C@H](CO)N1C[C@H](C)[C@@H](CN(C)Cc2cccc(C(F)(F)F)c2)OCc2cnnn2CCCC1=O	·	-8.5	·	0.6	-6.1	5.5	-15.8	9.7	0.1
37	CC(C)(C)OC(=O)N[C@@H](Cc1ccccc1)C(=O)N[C@@H](CO)[C@H](O)[C@@H]1C[C@@H]1C(=O)NC1CC1	-5.5	-10.0	-1.6	7.6	-3.3	8.3	-2.9	-23.1	0.3
38	CC(C)(C)c1nc(SCC(=O)c2ccccc2)c2ccccc2n1	-35.8	-8.3	-7.0	2.0	-13.4	7.8	-16.4	8.4	-0.6
39	CCOC(=O)c1ccccc1NC(=O)C1CC(=O)N(C2CCCCC2)C1 (stereo not drawn)	-13.9	-10.2	-1.6	-0.8	-1.5	1.6	-16.0	-4.2	1.5
40	Cc1ccc(NC(=O)C(=O)NCCCN2CCCC2=O)c(C)c1	-5.0	-9.1	-2.3	0.0	-4.1	-18.7	-20.7	4.9	-0.2
41	O=c1/c(=C/c2ccco2)sc2nc(-c3ccccc3Br)nn12	-7.4	-28.4	-0.9	2.7	-5.5	11.5	9.2	-6.7	0.0
42	COc1ccc(-n2cc(CN(C)CCO)c(-c3cccc(F)c3)n2)cc1	-12.2	5.1	-2.7	5.6	-8.8	-1.8	4.2	10.1	18.4*
43	O=C(OCC(=O)N1CCN(C(=O)c2ccco2)CC1)c1cccc(S(=O)(=O)N2CCc3ccccc32)c1	-21.1	-6.6	-19.1	6.0	-11.6	15.8	9.8	-0.7	5.2
44	COc1ccc(NC(=O)COc2ccc(C)nc2[N+](=O)[O-])cc1S(N)(=O)=O	-8.5	-1.4	-3.1	1.1	-3.6	0.8	0.8	3.2	0.0
45	O=C(/C=C/c1ccccc1)NCc1ccc2c(c1)OCO2	-4.6	-7.5	-9.2	-0.7	-2.7	3.4	3.0	-4.5	1.0
46	COc1ccccc1CC(=O)N1CCN(c2ccccn2)CC1	-3.4	-10.7	-2.5	3.3	-3.7	21.7	-5.1	-9.0	0.6
47	Cc1cccc(CN2CCc3c([nH]c4ccccc34)C2C(C)(C)C)n1 (stereo not drawn)	-10.5	-1.5	-6.2	3.8	-7.7	18.7	-21.0	-9.1	1.5
48	COc1ccc(-n2nc3c(c2NC(=O)c2ccccc2S(=O)(=O)C(F)F)CS(=O)(=O)C3)cc1	-8.8	-5.3	6.5	-0.3	-1.2	3.3	12.8	-5.9	2.7
49	Cc1cccc(N2C(=O)c3cccc4c(N(C)CCO)ccc(c34)C2=O)c1	25.6	10.7	-12.6	·	22.8*	-6.8	·	9.6	19.8*
50	CCCCc1c(C)[nH]c(=S)[nH]c1=O	3.2	9.4	-1.1	-0.8	-0.3	20.2	6.2	-16.3	0.4
51	Cc1cc(Nc2ccccc2)n(-c2cccc(Cl)c2)n1	-16.2	-5.4	-0.8	0.8	-7.0	18.1	-8.4	-5.0	0.4
52	Cc1ccc(Nc2nnc(SC/C(O)=C(\C#N)c3nc4ccccc4[nH]3)s2)c(C)c1	-23.7	5.2	-5.0	-0.5	-6.4	20.4	1.3	-11.4	1.8
53	CCOC(=O)N/N=C\c1ccc(OC(=O)c2ccc3c(c2)OCO3)cc1	-9.7	0.3	1.3	2.8	-4.5	21.2	12.0	-11.3	0.3
54	COc1ccc(CNC(=O)Cc2cn(C)c3ccccc23)c(OC)c1	-4.9	-9.2	7.2	-0.1	-5.0	28.0	2.4	7.3	2.7
55	CCOc1ccc(Oc2ccc(Cl)cc2N)cc1	0.8	2.6	-8.9	0.1	-3.6	7.2	-1.4	-16.4	-0.1
